SENP8 block-1: SENP8 protease inhibition; inhibition, % at 10 µM; actives 1.2% (n = 330,000); AID 2540; Q96LD8; purified SENP8, Z-RLRGG-aminoluciferin cleavage, luminescence; in the data active = inhibition above about 50%
SENP1 FRET inh: inhibitors of human SENP1 SUMO protease catalytic domain; recombinant SENP1 catalytic domain, CyPet-SUMO1-YPet FRET cleavage; inhibition, % at 10 µM; AID 624204; actives 0.21% (n = 360,000);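 active = inhibition at least 30% at 10 µM, raw YFP signal under a set limit, fluorescence ratio 0.5 to 1.5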;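 also: 0% = enzyme with DMSO and 100% = no enzyme wells; some results filed as inactive read as strong as hits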
Target sequence (Q9P0U3 419-644 limits assumed): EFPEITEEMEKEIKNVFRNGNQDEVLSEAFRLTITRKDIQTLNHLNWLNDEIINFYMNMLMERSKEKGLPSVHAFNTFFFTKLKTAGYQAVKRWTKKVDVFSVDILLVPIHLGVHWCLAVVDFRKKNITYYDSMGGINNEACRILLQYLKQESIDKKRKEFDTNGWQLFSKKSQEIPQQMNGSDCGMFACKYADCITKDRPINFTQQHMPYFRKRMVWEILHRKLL
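System: Recombinant human SENP1 catalytic domain, His6-tagged | Incubation: Enzyme reaction for 50 min at room temperature, dark | Medium: Tris pH 8 with BME, BSA, NP40 and catalase | Also added: 25 nM SUMO1 FRET substrate | Compound: 10 µM single point, 0.5% DMSO | Measured by: FRET fluorescence in CFP and YFP emission channels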
Apaf1 inhib: human Apaf-1 inhibition. reconstituted apoptosome caspase-3 activity, DEVD-Rh110 fluorescence. inhibition, % at 20 µM. O14727. actives 0.71% (n = 330,000); active = inhibition of at least 40% at 20 µM;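 also: plate controls were DMSO wells for no effect and DEVD-CHO caspase inhibitor wells for full effect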
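System: Apoptosome proteins | Medium: Hepes pH 7.5 with detergent and BSA | Also added: Cytochrome c trigger plus (Z-DEVD)2-Rh110 caspase-3 substrate | Incubation: 30 min compound preincubation, 50 min activation, room temperature | Detection: Rhodamine 110 fluorescence at Ex 480/Em 540 nm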
PfG6PD inh: PfG6PD (Plasmodium falciparum) enzyme inhibition. AID 504690. PfGluPho enzyme, NADPH resazurin-diaphorase fluorescence. inhibition, % at 20 µM. actives 0.78% (n = 350,000);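 active = inhibition reaching at least a set limit at 20 µM in the primary screen, cut at about 59% in these data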;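 also: 0% = DMSO wells with substrate and 100% = DMSO wells lacking glucose-6-phosphate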
SENP6 block: blocks the human protease SENP6 | inhibition, % at 10 µM | actives 1.8% (n = 330,000) | Q9GZR1 | Recombinant SENP6 catalytic domain, aminoluciferin luminescence;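 active = inhibition above about 50% at the single tested dose, limit read from the data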;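 also: plate controls were DMSO wells with enzyme for no effect and DMSO wells lacking enzyme for full effect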
Target sequence (Q9GZR1 628-1112 limits assumed): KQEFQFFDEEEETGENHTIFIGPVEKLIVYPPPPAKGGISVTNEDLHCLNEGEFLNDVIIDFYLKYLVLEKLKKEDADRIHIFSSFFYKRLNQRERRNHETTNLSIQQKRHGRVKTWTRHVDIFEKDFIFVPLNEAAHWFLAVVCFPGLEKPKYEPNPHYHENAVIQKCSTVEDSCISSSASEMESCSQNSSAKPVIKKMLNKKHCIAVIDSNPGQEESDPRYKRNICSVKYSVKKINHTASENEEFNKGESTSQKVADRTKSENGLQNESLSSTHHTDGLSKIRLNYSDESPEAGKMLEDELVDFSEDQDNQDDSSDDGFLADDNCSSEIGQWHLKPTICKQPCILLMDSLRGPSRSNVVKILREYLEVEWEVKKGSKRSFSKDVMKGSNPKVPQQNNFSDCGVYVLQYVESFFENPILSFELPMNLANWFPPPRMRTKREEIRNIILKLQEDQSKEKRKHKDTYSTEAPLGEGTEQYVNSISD
SENP8 block-2: inhibitors of human SENP8 protease. Q96LD8. actives 0.64% (n = 360,000). AID 602440. inhibition, % at 20 µM. recombinant SENP8, Nedd8 substrate fluorescence; in the data active = inhibition mostly above about 40%, no sharp cut-off; inactive = mostly below about 27%
SENP7 block: SENP7 protease inhibition; recombinant SENP7, Z-RLRGG-aminoluciferin luminescence, 40 min; actives 1.5% (n = 330,000); Q9BQF6; inhibition, % at 5 µM; AID 434973;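 active = inhibition above about 50% at the single test dose, limit read from the data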;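 also: plate controls were DMSO with enzyme for no effect and no enzyme buffer wells for full effect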
Target sequence (Q9BQF6 706-1050 limits assumed): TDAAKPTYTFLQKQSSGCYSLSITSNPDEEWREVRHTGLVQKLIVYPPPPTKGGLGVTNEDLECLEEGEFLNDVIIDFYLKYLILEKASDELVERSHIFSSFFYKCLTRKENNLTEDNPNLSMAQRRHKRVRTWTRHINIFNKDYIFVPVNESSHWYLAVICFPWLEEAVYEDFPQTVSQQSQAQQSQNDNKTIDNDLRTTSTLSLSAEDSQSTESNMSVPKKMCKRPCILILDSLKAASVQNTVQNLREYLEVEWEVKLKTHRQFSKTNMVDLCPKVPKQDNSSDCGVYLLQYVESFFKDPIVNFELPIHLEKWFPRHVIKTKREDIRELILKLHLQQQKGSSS
HKDC1 inh: blocks human hexokinase HKDC1 activity | Q2TB90 | recombinant HKDC1, G6PDH/diaphorase resazurin coupled fluorescence | inhibition, % at 20 µM | actives 0.16% (n = 340,000) | AID 493160;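 active = inhibition above about 35% when tested at 20 µM, limit read from the data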;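 also: plate controls were DMSO wells with enzyme for no effect and DMSO wells lacking enzyme for full effect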
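Material: recombinant HKDC1 hexokinase; Amount: HKDC1 at 5 µg/mL; Medium: Tris pH 8.0 buffer with MgCl2, Tween-20, BSA, BME; Schedule: 90 min reaction incubation at room temperature, dark; Technique: coupled resazurin fluorescence, excitation 525 nm, emission 613 nm.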
An asterisk follows results filed as active; . = no result given.

Order of values: SENP8 block-1	SENP1 FRET inh	Apaf1 inhib	PfG6PD inh	SENP6 block	SENP8 block-2	SENP7 block	HKDC1 inh
CC(Sc1nn(-c2ccc(Cl)cc2)c(=S)s1)C(=O)NCC1CCCO1 (stereo not drawn)
    6	-1	20	21	-13	18	-6	-1
NC1=C(O)C(=O)C(c2ccccc2)O1 (stereo not drawn)
    1	-6	1	-1	-16	2	0	3
O=C(NCCN1C(=O)S/C(=C\c2ccccc2Cl)C1=O)C1=COCCO1
    -7	-1	5	0	-2	1	12	1
Cc1ccc(CNc2ccc(N3C(=O)CC(C)C3=O)cc2[N+](=O)[O-])cc1 (stereo not drawn)
    2	3	6	0	-19	30	0	-7
CCCN(C(=O)Cc1coc2cc(OC)ccc12)C1CCS(=O)(=O)C1 (stereo not drawn)
    1	-1	-12	5	-11	-16	5	-3
COC(=O)C1(CCSC)NC(c2ccc(O)cc2)C2C(=O)N(c3ccc4c(c3)OCCO4)C(=O)C21 (stereo not drawn)
    4	0	-1	-6	9	12	7	7
Cc1ccc(CNc2ccc(O)cc2)cc1
    44	2	94*	86*	48	72*	5	18
O=C(O)CCCNC(=O)c1cncc(Br)c1
    1	3	-12	-9	-14	14	-2	1
CCOC(=O)N1CCN(c2ccccc2OC)CC1
    1	2	-19	6	-4	18	-2	-2
O=C1c2ccccc2NC(c2cccs2)N1O (stereo not drawn)
    -10	3	3	12	-13	-1	-8	-3
CCOC(=O)C1=CN(Cc2cccc(F)c2)S(=O)(=O)N(C)C1c1ccc2ccccc2c1 (stereo not drawn)
    .	-1	16	18	.	1	6	24
COC(=O)c1cc(S(=O)(=O)N2CCN(C(=O)c3ccco3)CC2)cn1C
    -1	0	-16	-14	-1	10	5	-2
CN(C)S(=O)(=O)c1cccc(-c2nn(-c3ccccc3)cc2/C=C2\SC(=S)N(CC(=O)O)C2=O)c1
    -1	-9	-2	6	-11	44*	1	7
Cc1nn(CC(=O)N2CCOCC2)c(=O)c2ccccc12
    -3	2	-2	8	3	2	7	-1
Cc1nc2ccccn2c1/C(O)=C1\C(=O)C(=O)N(CCCN(C)C)C1c1ccc(F)cc1 (stereo not drawn)
    -7	.	-5	.	-8	.	9	.
CCN1CCCC1CNC(=O)C(NC(=O)C1CCC(C)CC1)C(C)C (stereo not drawn)
    1	-9	-9	1	-1	10	11	-4
CCN(CC)S(=O)(=O)c1ccc(C(=O)N2CCc3ccccc32)cc1
    -7	0	4	8	21	6	0	-6
O=S(=O)(Nc1ccc(-c2ccc(N3CCOCC3)nn2)cc1)c1ccc(Cl)c(Cl)c1
    -1	0	22	-15	-2	-38	-1	3
CC(=O)[C@H]1CC[C@H]2[C@@H]3C=CC4=CC(=O)CC[C@@]4(C)[C@@H]3CC[C@]12C
    5	-3	-1	-10	2	-2	1	-3
CC1CC(=O)c2cnc(NCc3ccco3)nc2C1 (stereo not drawn)
    -2	-1	0	-8	-18	-7	-4	2
Cc1ccc(C)c(/C=N/NC(=S)NCCc2ccccc2)c1
    -7	-1	19	8	-8	11	-3	-1
Cc1nn(-c2nc(-c3ccco3)cc(C(F)(F)F)n2)c(C)c1Br
    -2	0	19	6	-3	-277	4	4
Cc1ccc(-n2c(Cn3c(C)nc4ccccc43)n[nH]c2=S)cc1
    -12	3	-22	27	-9	7	-3	-6
COc1ccc(CNC(=O)C2(C)Cc3ccccc3C(=O)O2)cc1 (stereo not drawn)
    -2	2	-1	-11	-12	8	-6	-11
O=C(Nc1ncccc1O)c1ccc2c(c1)OCCO2
    -16	1	-5	7	2	14	19	3
O=C1CCCN1CC(=O)N1CCCC(Nc2cccc(F)c2)C1 (stereo not drawn)
    -3	1	12	11	-5	-1	-2	-5
C=CCn1c(SCC(=O)NCCO)nc2sc(C)c(C)c2c1=O
    -2	1	-6	-8	-9	16	-10	-2
Cn1c(=O)cc(OCC(=O)NCCCN2CCN(c3ccccc3F)CC2)c2ccccc21
    -10	2	1	-6	0	14	-7	-4
C=CCn1c(SCC(=O)Nc2sc3c(c2C#N)CCC(C)C3)nc2cc(C(=O)O)ccc2c1=O (stereo not drawn)
    22	0	-2	-47	-11	-159	7	39*
CCOc1ccc(S(=O)(=O)N(C)c2ccc(OCC(=O)NCc3ccco3)cc2)cc1
    1	1	20	8	-3	22	4	8
CC(C)c1cc(CNC(=O)c2ccc(OC3CCN(Cc4ccccn4)CC3)cc2)on1
    6	-20	2	-15	1	-6	-1	5
O=C(CCc1ccccc1)NCc1ccc(F)cc1
    7	-1	-9	-8	18	17	4	-1
CCOC(=O)CN1C(=O)/C(=C/c2ccc(Cl)cc2)Oc2ccccc21
    -1	-18	7	1	-7	-305	1	-3
Cc1ccc(S(=O)(=O)N2CCOCC2)cc1C(=O)NC1CCCC1
    -3	1	1	0	0	2	-2	-5
COc1ccc(OC)c(NC(=S)Nc2ccccc2)c1
    -5	1	-13	20	5	13	-7	0
OC(Cn1cccn1)c1ccccc1 (stereo not drawn)
    0	3	-9	12	2	23	-5	7
CN[C@H](C(=O)NC[C@H]1O[C@@H](n2cnc3c(N)ncnc32)[C@H](O)[C@@H]1O)[C@@H](C)OCc1ccccc1
    .	1	7	-15	.	12	-9	-4
CCOC(=O)c1ccc(Nc2nc(=O)c3cccnc3s2)cc1
    -21	2	-5	-1	6	1	-14	-10
O=C(NC(Cc1ccccc1)c1nc2ccccc2[nH]1)c1cccc([N+](=O)[O-])c1 (stereo not drawn)
    -4	4	19	6	12	36	3	7
CCOC(=O)c1[nH]c(C)c(C(=O)OC)c1C
    -4	1	-11	4	-32	1	5	1
Cc1ccc(N2C(=O)c3ccccc3C2=O)cc1Cl
    20	1	10	-10	35	19	51*	-5
Cc1ccc(CN(c2ccc(C(=O)N3CCc4ccccc4C3)cc2)S(C)(=O)=O)cc1
    7	0	10	1	-11	9	-2	-5
CCn1c(CSc2nc(C)cc(C)n2)nnc1SCC(=O)Nc1nc(-c2ccccc2)cs1
    5	-2	12	-8	7	10	-5	-10
COc1cccc(NC(=O)[C@@H]2CCCN2C(=O)C2CCN(S(=O)(=O)c3ccc(C)cc3)CC2)c1
    -1	4	9	-10	10	11	0	13
S=C(Nc1cccc(Cl)c1)N1CCN(Cc2ccccc2)CC1
    -1	2	12	-1	-7	16	5	-8
COc1ccc(NC(C)=O)cc1NC(=O)CCn1c(=O)sc2ccccc21
    4	0	-21	-47	11	15	-1	1
CN(C)c1ccc(C(=O)N2CCCC(CCC(=O)N3CCN(c4ccccn4)CC3)C2)cc1 (stereo not drawn)
    -6	-1	-5	-2	-5	-6	-4	-2
COc1ccc(-n2cc(C(=O)Nc3cc([N+](=O)[O-])ccc3OC)c3ccccc3c2=O)cc1
    -10	0	7	-3	-13	12	-4	-10
Cc1nn(-c2ccccc2)c(C)c1C(=O)OCC(=O)NC(=O)NC1CCCCC1
    -10	0	11	-13	-2	18	0	-3
Cc1c(NC(=O)COC(=O)c2ncc(Cl)c(Cl)c2Cl)c(=O)n(-c2ccccc2)n1C
    0	2	4	-19	-10	1	-5	-8
Cc1cc(C)n(CCCNC(=O)C2CC(=O)N(Cc3ccccc3)C2)n1 (stereo not drawn)
    6	1	2	-8	0	13	-1	1
Cc1ccc(NC(=S)Nn2cnnc2)cc1
    -5	2	-15	42	-11	1	-4	-14
CC(C)Cn1c(N)c(C(=O)CSc2nnc(C3CC3)n2C2CC2)c(=O)n(C)c1=O
    2	-6	-5	5	-6	-2	1	-4
Cc1noc(C)c1C(=O)Nc1ccc(S(=O)(=O)N2CCC(C)CC2)cc1
    -10	-2	1	2	-16	-5	-8	-5
Cc1ccc(S(=O)(=O)N(CC(=O)Nc2cccnc2)c2cccc(Br)c2)cc1
    -2	1	15	15	-8	10	1	0
CCOc1ccc(-n2c(Cc3cc(=O)[nH]c(=O)[nH]3)nnc2SCC(N)=O)cc1
    1	6	-8	0	-12	-17	2	-9
Cc1ccc2c(c1)N(CCC(=O)NC1CC1)C(=O)C(C)O2 (stereo not drawn)
    -4	0	-3	-16	-6	5	-2	-1
CC1CCCN(C(=O)CN2C(=O)CSc3ccc(S(=O)(=O)N4CCOCC4)cc32)C1 (stereo not drawn)
    -11	2	-13	-10	6	6	7	-5
CC1CN(C(=O)COC(=O)c2cc3ccccc3cc2O)CC(C)O1 (stereo not drawn)
    0	7	8	21	-15	-214	8	3
CCOc1ccc(OCCCCOc2ccccc2C(C)=O)cc1
    5	-1	9	2	2	-9	4	-1

Single records, from the list above. Order of screens: SENP8 block-1, SENP1 FRET inh, Apaf1 inhib, PfG6PD inh, SENP6 block, SENP8 block-2, SENP7 block, HKDC1 inh
NC1=C(O)C(=O)C(c2ccccc2)O1 (stereo not drawn) reads 1, -6, 1, -1, -16, 2, 0, 3
COC(=O)C1(CCSC)NC(c2ccc(O)cc2)C2C(=O)N(c3ccc4c(c3)OCCO4)C(=O)C21 (stereo not drawn) reads 4, 0, -1, -6, 9, 12, 7, 7

More records.
Order of values: SENP8 block-1	SENP1 FRET inh	Apaf1 inhib	PfG6PD inh	SENP6 block	SENP8 block-2	SENP7 block	HKDC1 inh
Cc1cc(=O)nc2c3ccccc3n(CC(=O)Nc3ccccc3Br)n12
    -8	-3	8	-6	-7	-51	-6	2
CS(=O)(=O)c1nc(-c2ccc(Br)cc2)n[nH]1
    -10	1	-1	-14	-8	15	-15	-3
COC(=O)C1C/C(=N/NS(=O)(=O)c2ccc(C)cc2)CS1 (stereo not drawn)
    -8	3	3	-6	10	-3	-8	-1
CCOC(=O)c1ccc(N/N=C/c2cc(Br)cc([N+](=O)[O-])c2O)cc1
    3	7	0	-18	-4	36	4	-2
Cc1noc(/C=C/c2ccccc2F)c1S(=O)(=O)N1CCC(C(=O)N2CCN(C)CC2)CC1
    2	-3	38	-4	7	-2	-1	0
CC(=O)N1CCN(C(=O)CCNS(=O)(=O)c2ccc(Br)cc2)CC1
    -1	1	-10	8	-15	10	1	-5
CCN(CC(=O)Nc1cc(Cl)ccc1C)C(=O)CSCc1ccc(C)cc1
    6	1	20	13	5	2	-2	-4
COc1ccc(N2CCN(c3oc(-c4ccco4)nc3C#N)CC2)cc1
    8	3	-11	6	1	6	3	-3
Cc1cc(C)c[n+](-c2[nH]c(=O)sc2/C=N/NC([S-])=Nc2ccccc2)c1
    3	33*	-7	26	-6	33	0	-3
Cc1ccc(-n2c3c(c(O)c(-c4ccccc4)c2=O)C(=O)CC(C)(C)C3)cc1
    -11	0	8	-1	-1	-4	-8	-6
Cc1nc2scc(C)n2c(=O)c1S(=O)(=O)NCC1CCN(Cc2ccc(F)cc2)CC1
    -11	0	3	-14	-8	-282	-13	-2
COc1ccc(CC(=O)OCC(=O)N2CCN(S(=O)(=O)c3ccc(C)cc3C)CC2)cc1
    2	1	-4	10	-9	-16	3	-5
CCOC(=O)c1ccccc1NC(=O)CN(c1ccccc1)S(=O)(=O)N(C)C
    2	-1	7	-6	-5	1	11	-9
Nc1ncnc2c1ncn2[C@@H]1O[C@H](CNC(=O)[C@H]2CCC(=O)N2)[C@@H](O)[C@H]1O
    .	-1	16	-13	.	5	-9	-5
C=CCc1c(C)nc(SCC(N)=O)[nH]c1=O
    -1	0	-7	-4	-15	12	-10	-1

Records listed so far that bear a hit mark in SENP1 FRET inh.
Structure,SENP1 FRET inh,PfG6PD inh,SENP6 block,SENP7 block,HKDC1 inh
Cc1cc(C)c[n+](-c2[nH]c(=O)sc2/C=N/NC([S-])=Nc2ccccc2)c1,33*,26,-6,0,-3
